# Runt-CBFb FRET = blocks binding of human RUNX1 Runt domain to CBFb; Q01196+Q13951; inhibition, % at 20 µM; hit rate 0.46% among 220,000; AID 1496; Cerulean-Runt/Venus-CBFb FRET ratio 530/480, 1 h;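 active means inhibition over about 50% at 20 µM in the single-dose screen, limit read from the data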;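 further: 0% = DMSO wells and 100% = excess unlabeled CBFb competitor control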
# Target sequence (Q01196 whole entry, looked up, the tested form may be a part): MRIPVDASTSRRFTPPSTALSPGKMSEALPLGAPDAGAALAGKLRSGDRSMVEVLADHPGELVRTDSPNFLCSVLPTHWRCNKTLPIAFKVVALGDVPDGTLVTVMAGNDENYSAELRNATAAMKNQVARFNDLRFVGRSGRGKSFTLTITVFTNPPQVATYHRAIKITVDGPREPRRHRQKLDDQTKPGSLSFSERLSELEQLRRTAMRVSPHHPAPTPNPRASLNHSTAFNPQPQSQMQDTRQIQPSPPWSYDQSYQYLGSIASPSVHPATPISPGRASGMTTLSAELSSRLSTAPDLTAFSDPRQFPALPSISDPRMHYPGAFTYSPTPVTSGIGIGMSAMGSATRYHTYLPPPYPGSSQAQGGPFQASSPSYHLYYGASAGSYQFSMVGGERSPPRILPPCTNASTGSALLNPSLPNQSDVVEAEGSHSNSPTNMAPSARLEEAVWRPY
# Target sequence (Q13951 whole entry, looked up, the tested form may be a part): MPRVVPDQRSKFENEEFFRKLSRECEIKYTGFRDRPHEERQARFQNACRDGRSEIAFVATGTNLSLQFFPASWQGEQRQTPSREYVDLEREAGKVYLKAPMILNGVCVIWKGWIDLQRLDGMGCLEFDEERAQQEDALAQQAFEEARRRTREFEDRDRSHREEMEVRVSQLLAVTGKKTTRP
#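 System: Cerulean-labeled Runt domain protein | Quantity: 100 nM of each labeled protein | Schedule: 1 h compound exposure, room temperature | Detection: Fluorescence energy transfer, 422 nm excitation, 530/480 nm emission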
# S1P4 antag = antagonists of human S1P4 receptor. O95977. S1P4-expressing cells, antagonist mode, reporter read-out. inhibition, % at 4.98 µM. hit rate 0.26% among 220,000; in the data active means inhibition above about 29%;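 further: 0% = wells stimulated with agonist and 100% = vehicle wells without agonist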
# NPY-Y2 PAM-ag = human NPY-Y2 potentiation or agonism, primary screen; P49146; cells expressing NPY-Y2, potentiator/agonist read-out; activation, % at 3.6 µM; hit rate 0.45% among 220,000; AID 1359; in the data active means activation above about 27%;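 further: cells stimulated with NPY near EC25 plus isoproterenol at EC100; 0% = vehicle plus submaximal agonist and 100% = vehicle plus saturating agonist; some results beyond the cut were filed as inactive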
# Target sequence (P49146 whole entry, looked up): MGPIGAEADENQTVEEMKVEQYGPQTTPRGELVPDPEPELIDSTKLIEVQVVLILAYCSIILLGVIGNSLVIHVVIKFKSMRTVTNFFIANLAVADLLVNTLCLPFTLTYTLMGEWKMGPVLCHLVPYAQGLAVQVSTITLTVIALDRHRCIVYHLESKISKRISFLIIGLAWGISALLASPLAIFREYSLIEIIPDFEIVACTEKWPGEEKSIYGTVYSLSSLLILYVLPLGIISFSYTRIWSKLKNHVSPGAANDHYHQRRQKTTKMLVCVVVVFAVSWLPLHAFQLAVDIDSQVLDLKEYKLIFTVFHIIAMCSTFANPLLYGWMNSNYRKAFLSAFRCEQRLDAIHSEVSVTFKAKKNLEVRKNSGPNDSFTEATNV
# S1P4 agonist = human S1P4 receptor agonism | activation, % at 4.98 µM | S1P4-expressing cell line, agonist reporter assay | O95977 | hit rate 0.35% among 220,000; in the data active means activation above about 11%;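 further: 0% = DMSO vehicle and 100% = reference agonist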
# Ba/F3 V617F tox = loss of viability in JAK2V617F-driven Ba/F3 cells. Ba/F3 EpoR-JAK2V617F viability, ATP luminescence. inhibition, % at 5.6 µM. hit rate 1.1% among 220,000;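 active means inhibition above the campaign mean plus 3 SD over all tested compounds, cut at about 24% in these data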;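 further: cytokine-independent growth of Ba/F3 cells driven by EpoR plus mutant JAK2; 0% = DMSO-treated cells and 100% = JAK inhibitor I control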
# RBBP9 inhibitor = inhibitors of human serine hydrolase RBBP9. AID 1515. hit rate 0.2% among 220,000. recombinant RBBP9, FP-Rh probe fluorescence polarization. inhibition, % at 7.94 µM;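 active means inhibition above the campaign mean of all tested compounds plus 3 SD, cut at about 14% in these data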;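 further: plate controls were DMSO wells with RBBP9 for no effect and wells lacking RBBP9 protein for full effect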
#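 System: RBBP9 protein / Buffer or medium: Tris/NaCl buffer pH 8.0 with 0.1% Pluronic / Probe or stimulus: Serine-hydrolase probe FP-Rh, 375 nM pre-mixing / Dosing: 7.94 µM single dose, 0.794% DMSO / Times: enzyme-compound preincubation 30 min, then probe labeling 45 min, 25 °C / Technique: fluorescence polarization (mP), excitation 525 nm, emission 598 nm / Replication: singlicate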
# NPY-Y1 PAM-ag = human NPY-Y1 potentiation or agonism, primary screen; hit rate 0.37% among 220,000; AID 1304; activation, % at 3.6 µM; P25929; NPY-Y1 expressing cells, potentiator/agonist activation; in the data active means activation above about 33%, passing the limit was not always enough;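 further: cells stimulated with NPY at EC10 then isoproterenol at EC100; 0% = low agonist plus stimulus and 100% = saturating agonist plus stimulus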
# NPY-Y1 antag = NPY-Y1 (human) receptor antagonism; P25929; HEK293-CNG Y1 cells, membrane potential fluorescence; NPY at EC95, then isoproterenol; inhibition, % at 3.6 µM; hit rate 1% among 200,000;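 active means inhibition above the campaign mean inhibition of all tested compounds plus 3 SD, cut at about 20% in these data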;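 further: 0% = DMSO wells given NPY plus isoproterenol and 100% = isoproterenol alone without NPY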
#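 Assay system: HEK293 Y1/CNG channel cell line; Doses: single compound dose of 3.6 µM, 0.4% DMSO; Timing: dye 3 h, compound 60 min room temperature, stimulation 45 min; Technique: Membrane-potential fluorescent dye readout; Measure: % inhibition of NPY effect.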
# BaF3 parental = counter-screen for JAK2V617F inhibitors: parental Ba/F3 viability inhibitors | CellTiter-Glo ATP luminescence | inhibition, % at 5.6 µM | hit rate 1.1% among 220,000;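 active means inhibition above a per-campaign cutoff, the mean inhibition of all tested compounds plus 3 SD, cut at about 27% in these data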;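 further: 0% = DMSO wells and 100% = JAK Inhibitor I control wells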
# * hit, by the source's call; · = not tested or not shown.
# Start of the data: the first 2 compounds, to show the layout:
SMILES,Runt-CBFb FRET,S1P4 antag,NPY-Y2 PAM-ag,S1P4 agonist,Ba/F3 V617F tox,RBBP9 inhibitor,NPY-Y1 PAM-ag,NPY-Y1 antag,BaF3 parental
CCOc1ccc(CN2CCNC(=O)C2CC(=O)NCc2ccccn2)cc1 (centres undefined),-4.5,4.2,-28.4,1.5,-0.8,6.3,10.6,5.5,7.9
Cc1ccc(OCc2nnc(SCC(=O)Nc3ccc4c(c3)OCO4)n2C)cc1,1.1,-5.0,-10.8,0.9,0.8,-4.7,-37.8,4.0,5.3

# The whole of this part (from the top)
SMILES,Runt-CBFb FRET,S1P4 antag,NPY-Y2 PAM-ag,S1P4 agonist,Ba/F3 V617F tox,RBBP9 inhibitor,NPY-Y1 PAM-ag,NPY-Y1 antag,BaF3 parental
CCOc1ccc(CN2CCNC(=O)C2CC(=O)NCc2ccccn2)cc1 (centres undefined),-4.5,4.2,-28.4,1.5,-0.8,6.3,10.6,5.5,7.9
Cc1ccc(OCc2nnc(SCC(=O)Nc3ccc4c(c3)OCO4)n2C)cc1,1.1,-5.0,-10.8,0.9,0.8,-4.7,-37.8,4.0,5.3
C=CCN1C(=O)C2(C(C(=O)c3ccc(C)o3)=C(O)C(=O)N2CCCN2CCOCC2)c2ccccc21 (centres undefined),-1.2,1.3,14.0,0.4,-4.7,-14.1,5.0,1.9,-1.1
CC(C)(C)c1nnc2cccc(Cl)n12,-1.6,-7.6,1.0,0.3,-2.3,-8.5,6.0,3.2,4.1
CCOCN(C(=O)Cn1c(CO)nc2ccccc21)c1c(C)cccc1CC,-1.6,0.6,-16.1,-0.1,-0.2,-9.4,7.2,6.9,4.9
CC(C)C(C(=O)NCc1ccco1)N(C(=O)CNS(=O)(=O)c1ccccc1)c1ccccc1 (centres undefined),-0.9,4.1,-15.7,-2.0,-1.5,-2.2,0.2,6.9,2.6
Cc1cc(OCC(=O)C(C)(C)C)c2c(C)c(C)c(=O)oc2c1,-7.4,-22.3,-14.8,0.8,7.0,-10.7,-37.4,3.8,4.6
CCOC(=O)c1ccc(-n2c(C)nc3ccc(Br)cc3c2=O)cc1,-1.0,10.3,-7.0,2.3,-0.6,1.9,8.1,·,-4.0
O=C(Nc1ccccc1)N(Cc1cccnc1)Cc1ccco1,-0.4,-17.1,-6.1,-1.1,-3.2,-6.2,-13.9,1.7,2.7
CCN(CC)S(=O)(=O)c1ccc(NN=c2c(=O)c3ccccc3c2=O)cc1,-0.7,-7.6,6.7,0.1,-2.0,-5.7,0.5,·,3.1
COc1ccc(CCN2C(=O)CC(NNC(=O)c3cccc(O)c3)C2=O)cc1 (centres undefined),2.3,1.0,14.4,-0.5,-1.4,3.9,3.8,0.4,3.3
Cc1ccccc1NS(=O)(=O)c1cc(S(C)(=O)=O)ccc1Cl,0.7,0.0,9.5,-0.7,-2.2,5.1,3.6,5.4,3.9
CC(C)CC1NC(=O)N(CC(=O)N2c3ccccc3NC(=O)C2(C)C)C1=O (centres undefined),-0.4,2.0,1.6,-0.6,0.7,-9.1,5.1,0.9,1.4
O=C(c1ccc(F)cc1)N(NC(=O)C(O)(c1ccccc1)c1ccccc1)c1ccccc1,-0.3,-3.5,-2.8,0.2,0.3,-4.7,-55.7,48.8*,0.0
CSC1=C(C#N)C(=O)NC(c2ccc(Cl)cc2)S1 (centres undefined),-2.9,-22.9,8.2,0.6,-1.4,-2.9,18.3,·,1.9
COC(=O)C1=C(C)NC2=C(C(=O)CCC2)C1c1cccc(C)n1 (centres undefined),60.3*,-12.1,-2.6,0.8,-2.3,-1.3,16.6,-3.2,3.8
N#CCSc1nnc(SCC#N)s1,1.0,31.9*,-5.5,0.3,-6.5,3.0,19.9,·,-1.8
COc1ccc(C(=O)NCC(=O)OCC(=O)N2CCN(S(=O)(=O)c3ccccc3)CC2)cc1,-2.3,-12.1,0.3,0.7,-1.9,-6.4,3.5,-4.8,2.8
COc1ccc(C2C(C#N)=C(N)N(c3cccnc3)C3=C2C(=O)CC(C)(C)C3)cc1OC (centres undefined),-0.6,-8.5,-2.0,0.8,-0.3,1.2,-17.1,-2.1,5.1
CN(C)c1ccc(NC(=O)c2cccc(N3C(=O)CCC3=O)c2)cc1,22.9,-7.3,8.2,-1.2,-1.1,-1.4,-1.0,0.3,11.5
COc1ccc(CC(=O)O/N=C(\N)c2ccncc2)cc1,3.0,7.8,-3.1,0.6,-3.2,-9.6,0.1,·,-0.4
NC1=NC2(CCCCCC2)n2c(nc3ccccc32)N1,·,-0.5,23.7,0.9,3.5,-2.6,-2.9,0.4,-2.9
COc1cc(CN2CCC(CO)(CCOc3ccccc3)CC2)cc(OC)c1,-1.6,1.9,-27.7,1.3,2.9,-6.5,-22.1,·,4.0
NC(=O)C1CCN(c2ccnc3cc(Cl)ccc23)CC1,-1.7,-1.6,-10.5,2.2,-0.1,5.8,-13.7,8.5,2.3
O=C(NCCCn1ccnc1)/C(=C/c1cccnc1)NC(=O)c1ccco1,0.0,-13.0,-21.6,1.5,-2.9,-10.0,4.8,·,4.8
CNC(=O)CCCCCNS(=O)(=O)c1ccc(C)cc1,2.4,-12.4,-5.2,1.5,-2.1,-10.5,-28.8,-0.2,1.4
Cc1cc2cc(CN(CCCN3CCOCC3)C(=O)NC3CCCCC3)c(=O)[nH]c2cc1C,-1.9,-5.7,-16.2,-2.2,2.6,-5.3,-2.7,2.5,8.0
CC(C)c1ccc(CNc2ccc([N+](=O)[O-])cn2)cc1,-0.7,-5.0,6.2,-0.1,-1.5,-4.5,-8.9,-1.0,2.2
O=C(NCc1ccccc1)NC1CCCCC1,0.2,-1.9,19.4,0.2,-2.5,-5.0,9.9,1.1,1.1
O=C(NCCC1=CCCCC1)C1CCN(S(=O)(=O)c2cccc3cccnc23)CC1,-1.4,-8.2,-2.1,-1.0,-0.1,1.2,-11.6,0.9,2.9
O=C(Nc1ccc(Cl)cc1)C1CCC(=O)N1Cc1ccccc1Cl (centres undefined),-1.1,3.2,-1.5,-0.6,-6.4,-5.4,9.7,-5.5,1.4
CC(C(N)=O)N1c2cccc3cccc(c23)S1(=O)=O (centres undefined),-1.5,-22.6,15.2,1.1,-0.3,-4.0,7.3,7.8,3.0
COc1cc(/C=N/n2cnnc2)ccc1OCCOc1ccccc1,1.3,-1.0,-9.0,1.9,1.2,-5.8,-43.7,-5.7,1.6
CCn1c(SCC(=O)c2ccc(Cl)s2)nnc1-c1cccs1,0.1,-14.1,-6.4,0.4,0.4,-9.2,-3.0,8.9,6.1
COc1ccc(Cl)cc1NC(=O)COC(=O)CCNC(C)=O,-2.0,-38.5,0.6,-0.4,-1.0,-8.2,17.6,-0.7,1.8
Cc1cc(=O)n(-c2ccccc2Cl)[nH]1,-3.5,-9.5,9.3,1.2,3.1,-1.7,2.6,7.3,10.4
O=C(NCCc1c[nH]c2ccc(Cl)cc12)c1cccnc1,0.3,12.6,-7.4,0.9,0.2,-1.3,-1.9,-6.7,5.9
Cc1cc(NCCCn2ccnc2)n2ncc(-c3ccc(Cl)cc3)c2n1,-4.7,15.2,-7.1,-1.3,4.3,-1.6,35.9,-4.0,11.8
COc1ccc(-c2cnc(NCc3cc4c(cc3[N+](=O)[O-])OCO4)n2C)cc1,4.8,-1.6,13.8,-2.4,-2.2,-7.7,0.7,10.3,2.7
N#Cc1ccsc1NC(=O)c1ccccn1,-0.1,-15.8,-15.6,0.3,-4.7,-6.5,9.3,-0.6,6.4
CCN(CC)S(=O)(=O)c1ccc(N(C)Cc2ccc(C(F)(F)F)cc2)nc1,-5.3,-1.2,11.1,1.8,-2.8,-6.2,17.9,-2.0,0.4
COc1ccc(/C=C/c2c([N+](=O)[O-])c(=O)n(C)c(=O)n2C)c(OC)c1,-0.7,-7.8,-0.2,-1.4,-0.2,-6.1,-13.8,0.1,3.5
COC(=O)c1ccc(Cn2nc(C)c(Cl)c2C)o1,0.9,-20.0,15.3,-0.3,-4.7,1.7,5.8,5.8,-2.9
Cc1c(N2C(=O)CSC2=S)c(=O)n(-c2ccccc2)n1C,2.8,1.6,0.3,-0.8,-1.6,-4.9,1.7,26.1*,6.9
c1csc(CNc2ccc3c(c2)OCCO3)c1,-16.1,3.3,-1.8,0.0,2.0,3.1,-11.7,-7.5,5.0
CC1(C)C(=O)OC(c2ccccc2)C(C)(C)C1=O (centres undefined),0.3,7.9,-0.5,-0.4,-5.1,1.2,14.6,·,1.2
O=C(c1ccccc1C(=O)N1CCN(c2ccccc2)CC1)N1CCN(c2ccccc2)CC1,-2.8,-1.4,-21.2,-1.4,2.8,-5.5,-26.1,12.6,6.0
OCc1nc2ccccc2n1CCCOc1ccc(Br)cc1,-2.3,-7.7,-25.8,1.9,8.7,-0.7,-32.9,6.8,9.2
Cc1ccc(NC(=O)Cn2nc(C)c3ccccc3c2=O)cc1,-0.7,6.4,8.6,-1.1,1.2,5.2,12.2,0.9,-3.0
COC(=O)c1cc2ccc(OC)c(OC)c2c(=O)s1,2.0,-2.8,12.2,0.6,-1.1,-1.0,-4.0,4.9,1.6
CCCCc1c(C)[nH]c(C(=O)OCC)c1C,0.7,-7.0,-6.1,-0.9,3.1,-6.4,-15.4,-0.2,8.4
CCNC(=S)N(Cc1cc2cc(C)ccc2[nH]c1=O)C1CCCC1,57.7*,3.5,-5.9,4.8,2.3,-5.7,-26.3,-4.6,6.8
O=C(CCCc1nc2ccccc2s1)NC1CCOC1=O (centres undefined),0.2,-3.4,7.7,1.6,-0.2,-2.0,3.8,2.7,3.2
COc1ccccc1OCCn1cc(C(=O)O)c2ccccc21,-1.2,-15.2,1.9,0.9,1.4,-0.8,1.5,5.2,9.5
O=C(Cc1coc(-c2ccc(F)cc2)n1)NC1CCCCC1,0.1,-3.6,6.1,0.1,-5.1,-2.4,7.8,4.0,-1.0
CCN1C(=O)CC(c2ccco2)Sc2ccccc21 (centres undefined),4.1,-12.4,18.4,0.2,-2.2,8.4,7.5,7.2,-1.2
COc1ccccc1-c1ccc(SCc2cccc(F)c2)nn1,2.1,2.1,-12.9,0.5,-1.5,2.8,-9.0,7.2,8.0
COc1ccccc1NC(=O)Nc1nnc(CC(=O)Nc2cccc(C)c2)s1,-0.4,6.8,21.4,0.0,5.5,-12.7,11.9,·,1.1
CCC(C)Sc1nnc(-c2c[nH]c3ccccc23)n1CCOC (centres undefined),-2.7,-9.9,-8.2,2.0,2.6,3.5,-27.2,10.8,1.5
Fc1ccc(/C=N/Nc2nc(-c3cccnc3)nc3ccccc23)cc1,0.1,7.2,-7.6,-2.3,-6.0,-1.5,26.1,·,4.1
CN(CCC#N)C(=S)NC(=O)c1ccc(S(=O)(=O)N2CCOCC2)cc1,1.4,-15.3,3.8,-0.2,4.9,-10.7,9.9,45.8*,1.8
